# Assay outcomes deposited in PubChem BioAssay by Sanford-Burnham Center for Chemical Genomics.
# hIAP inh: blocks human intestinal alkaline phosphatase; P09923; purified IAP, CDP-Star luminescence, 30 min; inhibition, % at 10 µM; hit rate 0.12% among 330,000; AID 2544;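 active means inhibition reaching a set limit with compound at 10 µM in the primary screen, cut at about 35% in these data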;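 further: plate controls were DMSO wells with enzyme for no effect and no-enzyme buffer wells for full effect; values of inactives mirror those of a sister screen read the other way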
# beta cell repl: induces beta-cell replication in MIN6 cells | MIN6 cells proliferation, ATPlite luminescence, 48 h; cells starved in 0.2% serum; 100% = growth in 10% serum | proliferation, % at 10 µM | hit rate 0.29% among 330,000 | AID 2380;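 active means compounds whose signal lies at least 3.5 SD above the mean of all wells on their plate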;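 further: 0% = DMSO-treated cells in low-serum medium and 100% = 10% serum control; some compounds called inactive have numbers as strong as hits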
# MPTP inh: blocks calcium-induced mitochondrial swelling. isolated mouse mitochondria, Ca2+ swelling absorbance, 30 min. inhibition, % at 10 µM. hit rate 1.4% among 360,000. AID 602449;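 active means inhibition of 50% or more, scaled per plate between neutral and stimulator controls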;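 further: 0% = DMSO wells given calcium and 100% = 1 mM EGTA wells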
# mIAP block: mouse IAP inhibition; inhibition, % at 10 µM; AID 2806; purified mouse IAP, CDP-Star luminescence, 30 min; hit rate 0.2% among 330,000;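 active means inhibition of at least 40% at 10 µM in the primary screen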;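 further: plate controls were DMSO with enzyme for no effect and no enzyme wells for full effect; values of inactives mirror those of a sister screen read the other way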
# APOBEC3A inh: human APOBEC3A DNA deaminase inhibition | P31941 | recombinant A3A, FAM/TAMRA ssDNA deamination fluorescence | inhibition, % at 20 µM | hit rate 0.41% among 330,000 | AID 493011;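 active means at least 40% inhibition at 20 µM here, with at most 30% in a related deaminase screen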;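 further: plate controls were A3A with DMSO for no effect and wells lacking A3A enzyme for full effect; some results filed as inactive read as strong as hits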
# Target sequence (P31941 whole entry, looked up): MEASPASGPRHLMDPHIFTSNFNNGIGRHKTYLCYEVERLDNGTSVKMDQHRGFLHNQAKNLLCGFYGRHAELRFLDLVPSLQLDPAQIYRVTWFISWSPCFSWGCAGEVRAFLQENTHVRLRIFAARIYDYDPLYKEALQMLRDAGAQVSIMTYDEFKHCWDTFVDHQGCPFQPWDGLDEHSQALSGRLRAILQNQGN
# hIAP activ: human IAP activation; P09923; AID 2524; purified human IAP, CDP-Star luminescence, 30 min; stronger effect = higher value; 1 = vehicle-only enzyme, 0 = enzyme-free background; hit rate 0.16% among 330,000; activation factor at 10 µM;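 active means activation factor of the enzyme at least 2-fold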; further: the source names both 10 and 20 µM as test concentration; values of inactives mirror those of a sister screen read the other way
# ATG4B inhibitor: inhibitors of human ATG4B cysteine protease. Q9Y4P1. ATG4B cleavage of LC3-PLA2, NBD-HPC fluorescence, 1 h. inhibition, % at 8.33 µM. hit rate 0.51% among 340,000; in the data active means inhibition above about 40%
# Target sequence (Q9Y4P1 whole entry, looked up): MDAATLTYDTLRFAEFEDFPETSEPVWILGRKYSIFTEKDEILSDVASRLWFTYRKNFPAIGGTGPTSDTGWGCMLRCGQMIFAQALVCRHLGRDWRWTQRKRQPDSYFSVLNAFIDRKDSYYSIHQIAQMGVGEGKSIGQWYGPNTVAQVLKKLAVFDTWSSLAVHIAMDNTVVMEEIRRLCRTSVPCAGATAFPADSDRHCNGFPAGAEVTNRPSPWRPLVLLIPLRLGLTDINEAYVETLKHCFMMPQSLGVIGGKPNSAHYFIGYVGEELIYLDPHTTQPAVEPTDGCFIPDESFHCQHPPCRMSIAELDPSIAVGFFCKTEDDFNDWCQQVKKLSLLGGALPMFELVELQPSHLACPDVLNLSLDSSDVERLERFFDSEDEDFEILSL
# A3G deaminase: APOBEC3G (human) deaminase inhibition; inhibition, % at 20 µM; AID 493012; Q9HC16; hit rate 0.28% among 330,000; recombinant A3G, ssDNA deamination FAM/TAMRA fluorescence;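 active means inhibition of at least 40% at 20 µM, with no more than 30% in the related APOBEC3A deaminase screen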;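 further: plate controls were DMSO wells with A3G for no effect and wells lacking A3G enzyme for full effect; some compounds called inactive have numbers as strong as hits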
# Target sequence (Q9HC16 whole entry, looked up): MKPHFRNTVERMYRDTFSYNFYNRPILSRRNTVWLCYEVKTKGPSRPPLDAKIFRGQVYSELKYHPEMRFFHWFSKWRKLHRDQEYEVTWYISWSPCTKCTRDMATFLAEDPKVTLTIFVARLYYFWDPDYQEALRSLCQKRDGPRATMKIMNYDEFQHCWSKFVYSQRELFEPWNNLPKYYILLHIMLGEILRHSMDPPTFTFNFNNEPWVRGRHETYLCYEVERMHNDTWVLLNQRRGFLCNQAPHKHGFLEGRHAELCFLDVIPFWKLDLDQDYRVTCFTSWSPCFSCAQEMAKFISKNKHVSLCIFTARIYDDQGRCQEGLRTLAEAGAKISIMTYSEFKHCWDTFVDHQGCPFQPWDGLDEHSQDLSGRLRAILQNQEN
# mIAP activ: mouse IAP activation. muIAP, CDP-Star luminescence, 30 min; stronger effect = higher value; 1 = vehicle-only enzyme signal, 0 = enzyme-free wells. activation factor at 10 µM. hit rate 0.24% among 330,000. AID 2805;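 active means activation factor of at least 2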; further: the source names both 10 and 20 µM as test concentration; values of inactives mirror those of a sister screen read the other way
#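 Assay system: mouse IAP enzyme / Compound: DMSO-dissolved test compounds / Timing: 30 min, room temperature / Measured by: luminescence from enzymatic CDP-Star hydrolysis / Control set: DMSO-only wells, enzyme-free buffer wells as negative control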
# Numbers without * were called inactive.
SMILES,hIAP inh,beta cell repl,MPTP inh,mIAP block,APOBEC3A inh,hIAP activ,ATG4B inhibitor,A3G deaminase,mIAP activ
CCCN1CCN(CCCNC(=O)Cn2ncc3c4ccccc4n(C)c3c2=O)CC1,5.6,-0.1,-0.2,-7.1,1.1,0.944,-9.4,-7.3,1.07
COc1cccc2cc(C(=O)NNC(=O)c3ccc(Br)cc3)c(=O)oc12,-31.2,5.6,0.0,22.3,3.1,1.31,13.0,-2.1,0.777
COc1ccc(OC)c(N=c2oc3c(OC)cccc3cc2C(=O)NCc2ccco2)c1,2.7,-3.0,2.0,10.2,-2.9,0.973,-4.8,-6.0,0.898
COC(=O)c1ccc(C)c(NC(=O)CN(c2ccccc2)S(=O)(=O)N(C)C)c1,-0.3,-2.3,-1.3,-2.8,-1.8,1,-5.3,-3.8,1.03
CS(=O)(=O)N(CC(=O)Nc1ccccc1-c1ccccc1)c1ccccc1,-5.9,6.4,-0.4,-7.3,-1.5,1.06,4.3,-6.7,1.07
O=C(Nc1ccccc1O)N1c2ccccc2Sc2ccccc21,0.1,-2.2,13.7,-2.3,-9.0,0.999,1.6,-4.4,1.02
CC(=O)N1CCc2cc(S(=O)(=O)CCC(=O)N(C)Cc3ccco3)ccc21,16.1,-2.0,-1.2,-3.1,-0.4,0.839,10.3,-2.8,1.03
O=C(COc1ccc(Cl)cc1)N1CCN(C(=O)c2ccccc2F)CC1,12.6,-2.4,-0.8,-6.7,-3.0,0.874,-8.5,-4.2,1.07
O=C(Nc1ccc(Cl)c(S(=O)(=O)N2CCOCC2)c1)c1ccncc1,-6.7,-2.0,0.4,8.2,-2.7,1.07,0.7,-6.2,0.918
S=C(N/N=C/c1ccc2c(c1)OCO2)NC1CC2CCC1C2 (configuration not stated),-5.7,-5.5,-3.4,0.3,-4.4,1.06,-14.9,-4.4,0.997
COc1ccc2nc(C)cc(SCC(=O)NNC(=O)COc3ccc(C)cc3)c2c1,-13.3,-2.9,3.4,4.8,1.4,1.13,-10.2,-5.0,0.952
COC(=O)c1cccc(NC(=S)N2CCN(c3ccccc3F)CC2)c1,0.4,-0.8,0.0,-3.6,-2.7,0.996,-9.7,0.7,1.04
O=C1CCC/C1=C\Nc1ccc(Cl)c([N+](=O)[O-])c1,7.8,-2.2,10.1,0.9,0.3,0.922,0.7,-1.3,0.991
Cc1ccccc1/C=N/NC(=O)CSc1nc2ccccc2o1,-6.7,-0.3,0.0,6.2,-2.7,1.07,0.9,-7.7,0.938
Cc1noc(C)c1NC(=O)N(C)C[C@H]1Oc2ccc(NS(=O)(=O)c3ccccc3)cc2C(=O)N([C@H](C)CO)C[C@@H]1C,-4.1,1.4,-1.0,-14.1,-0.2,1.04,-7.6,-2.5,1.14
CC(NC(=O)[C@H](C)NC(=O)N1CCn2c1nc1ccccc12)c1ccccc1 (some centres not stated),-17.8,0.3,-0.6,9.1,-4.8,1.18,-4.2,-5.9,0.909
COc1cccc(C(C(=O)NC2CCCC2)N(C(=O)c2csnn2)C2CC2)c1 (configuration not stated),-5.6,1.2,-2.4,2.1,-3.9,1.06,0.6,-6.1,0.979
Cc1ccn(CCC(=O)N2CCCC(CCC(=O)N3CCN(c4ccccn4)CC3)C2)n1 (configuration not stated),1.5,-5.1,-0.3,-1.7,-2.5,0.985,8.6,-3.2,1.02
N#Cc1ccc(C(=O)OCC(=O)NC(=O)NCc2ccccc2)cc1,16.6,1.3,-2.8,5.2,-4.5,0.834,0.9,-1.6,0.948
Cc1cccc(NC(=S)NC(=O)c2cccs2)n1,15.9,-2.9,-2.5,1.0,7.9,0.841,-6.0,-0.3,0.99
CC1CN(C(=O)COC(=O)c2cc3ccccc3cc2O)CC(C)O1 (configuration not stated),0.2,-2.2,0.0,0.8,1.2,0.998,2.1,-1.6,0.992
COc1cccc(CN(C)C(=O)c2cc(S(=O)(=O)N3CCCCCC3)ccc2OC)c1,19.6,-1.7,-1.4,-4.3,-4.1,0.804,1.9,-8.8,1.04
CCOc1ccc(C(=O)NCC(=O)OCC(=O)N2C(C)CCCC2C)cc1 (configuration not stated),-6.2,-1.1,-2.3,9.8,0.4,1.06,-9.9,-2.9,0.902
CCCOc1c(Cl)cc(C(=O)NC)cc1OC,-2.1,9.7*,-0.5,6.8,3.3,1.02,0.3,-14.4,0.932
COc1cc(C(=O)Cc2nc3ccccc3n2C)cc(OC)c1OC,0.1,0.1,1.5,-8.1,0.3,0.999,-0.5,-0.6,1.08
CCCCNC(=S)N(C)/N=C/c1ccc2c(c1)OCO2,-9.9,-3.0,0.2,0.8,-3.1,1.1,-11.3,-2.9,0.992
Cc1cc(OC(=O)c2ccc(C(C)(C)C)cc2)c([N+](=O)[O-])c(=O)[nH]1,-7.5,4.5,3.2,3.8,-3.4,1.07,-6.7,-9.4,0.962
Cc1ccc(NC(=O)CC2SCCNC2=O)cc1[N+](=O)[O-] (configuration not stated),-2.7,-1.6,1.9,7.1,-0.1,1.03,-2.6,-2.8,0.929
CCCCc1nnc(NC(=O)C(C)Sc2nc(O)c(Cc3ccccc3)c(=O)[nH]2)s1 (configuration not stated),-14.2,-4.2,-0.5,10.7,-5.1,1.14,7.3,-7.8,0.893
O=C(CCc1ccccc1)NCc1ccc(F)cc1,-33.1,-0.2,1.3,12.9,-4.1,1.33,2.2,-8.0,0.871

# Among those listed so far, four contain a Cl atom.
SMILES,hIAP inh,beta cell repl,MPTP inh,mIAP block,APOBEC3A inh,hIAP activ,ATG4B inhibitor,A3G deaminase,mIAP activ
O=C(COc1ccc(Cl)cc1)N1CCN(C(=O)c2ccccc2F)CC1,12.6,-2.4,-0.8,-6.7,-3.0,0.874,-8.5,-4.2,1.07
O=C(Nc1ccc(Cl)c(S(=O)(=O)N2CCOCC2)c1)c1ccncc1,-6.7,-2.0,0.4,8.2,-2.7,1.07,0.7,-6.2,0.918
O=C1CCC/C1=C\Nc1ccc(Cl)c([N+](=O)[O-])c1,7.8,-2.2,10.1,0.9,0.3,0.922,0.7,-1.3,0.991
CCCOc1c(Cl)cc(C(=O)NC)cc1OC,-2.1,9.7*,-0.5,6.8,3.3,1.02,0.3,-14.4,0.932

# Next section:
SMILES,hIAP inh,beta cell repl,MPTP inh,mIAP block,APOBEC3A inh,hIAP activ,ATG4B inhibitor,A3G deaminase,mIAP activ
CC(C)(O)C1=NOC(c2ccccc2)C1 (configuration not stated),-2.5,-1.2,0.1,-1.8,-1.5,1.02,-0.7,-3.1,1.02
CC(C)NC(=O)N(C)C[C@H]1Oc2ccc(NS(=O)(=O)c3ccccc3)cc2C(=O)N([C@H](C)CO)C[C@@H]1C,-17.5,-1.3,0.8,8.6,0.1,1.18,4.0,-9.3,0.914
CCOc1ccc(N(C)C(=O)CCc2nnc3ccc(N4CCCC4)nn23)cc1,10.2,9.8,-0.7,2.1,-1.5,0.898,-6.5,-1.7,0.979
COc1ccc(-c2[nH]ncc2C2N=C(N)Nc3nc4ccccc4n32)cc1 (configuration not stated),-57.3,-0.6,-4.5,-24.1,2.8,1.57,-1.9,-6.8,1.24
CCOC(=O)c1ccc(NC(=S)N(CCN(C)C)Cc2cccs2)cc1,1.3,-3.4,-0.4,3.1,7.0,0.987,3.2,0.4,0.969
COC(=O)C1=C(C)NC(=O)CC1c1ccccc1F (configuration not stated),-11.1,-2.2,-0.6,-7.4,0.3,1.11,-6.3,-3.4,1.07
Nc1ccccc1SC1CC(=O)N(c2ccc3c(c2)OCO3)C1=O (configuration not stated),-8.3,-1.4,2.1,2.4,2.3,1.08,7.8,-0.3,0.976
COC(=O)c1cccc(NC2CC(=O)N(c3ccc(OC)c(OC)c3)C2=O)c1 (configuration not stated),0.4,-0.9,-1.2,0.9,2.7,0.996,-15.0,0.3,0.991
COc1ccc(C(CNC(=O)c2cccc3cccnc23)N(C)C)cc1 (configuration not stated),2.1,0.8,-1.7,-5.8,2.9,0.979,-13.5,-1.6,1.06
CCOc1ccc(CNC(=O)CN2C(=O)CSc3ccc(S(=O)(=O)N4CCOCC4)cc32)cc1OC,3.0,0.2,-1.6,2.2,-2.0,0.97,-8.3,-4.6,0.978
CC(=O)c1cccc(NC(=O)CSc2nnc(-c3ccc(S(=O)(=O)N4CCCC4)cc3)o2)c1,-16.1,-2.4,0.0,8.3,2.6,1.16,-8.5,-3.2,0.917
O=S1(=O)NC(CC2=CCCCC2)C2CCCCC2O1 (configuration not stated),3.4,-6.2,0.5,-6.7,0.7,0.966,-2.1,6.3,1.07
CC1CN(c2ccccc2)C(=O)CS1 (configuration not stated),-1.7,-0.9,-0.9,-3.0,-2.1,1.02,-3.1,-1.8,1.03
O=C(O)c1ccccc1S(=O)(=O)CC(=O)N1CCCCC1,17.2,3.5,-0.4,3.3,0.7,0.828,-2.8,-9.8,0.967
CCOC(=O)c1c(NC(=O)C2CC(Cl)=CCC2C(=O)O)sc2c1CCCCC2 (configuration not stated),14.6,-5.0,0.0,11.1,11.6,0.854,21.1,0.8,0.889
COc1ccc(/C=C2\SC(=O)N(CCC(=O)N(C)C3CCS(=O)(=O)C3)C2=O)cc1 (configuration not stated),-25.6,-4.4,2.6,7.8,-5.0,1.26,-3.3,-2.7,0.922
O=C(CC1(O)C(=O)N(Cc2ccccc2Cl)c2ccccc21)c1ccco1 (configuration not stated),-15.0,-6.0,1.8,7.8,4.2,1.15,-14.8,-3.4,0.922
CN(C(=O)CSc1nnc(C2CC2)n1C)C1CCCc2ccccc21 (configuration not stated),-2.3,-0.8,-0.5,-3.9,-0.2,1.02,-15.6,-6.9,1.04
CC1CCN(S(=O)(=O)c2cc(C(=O)Nc3ccccn3)ccc2Br)CC1,15.8,2.0,-1.2,10.9,-4.9,0.842,-1.9,-8.7,0.891
Cc1cc(-c2nnc(CCC(=O)N(C)CCc3ccccc3)o2)no1,-18.0,-1.4,0.0,-5.0,-6.2,1.18,-3.5,-4.0,1.05
COc1ccccc1OC(=O)c1ccc(SC)cc1OC,-3.7,-0.6,0.8,-10.0,-7.8,1.04,-4.8,-1.3,1.1
COc1cc(CNCCNC(=O)c2nonc2N)ccc1OCc1ccc(Cl)cc1,-8.2,-6.6,83.3*,1.1,-7.1,1.08,-17.8,78.9*,0.989
CNS(=O)(=O)c1cccc(C(=O)NCC(C)(C)N2CCCCC2)c1,4.3,6.5,-0.6,-2.7,-0.6,0.957,-9.6,-7.9,1.03
CCN(C(=O)COC(=O)c1cc(S(=O)(=O)N2CCOCC2)c(Cl)cc1Cl)C1CCS(=O)(=O)C1 (configuration not stated),0.4,-4.2,-0.7,1.2,1.8,0.996,5.0,-4.4,0.988
COc1ccccc1C(=O)NC(=S)Nc1cccnc1Cl,3.4,-1.9,-0.5,15.4,-4.5,0.966,7.5,-13.8,0.846
COc1ccccc1C(=O)NCCn1ccc2ccccc21,-35.5,1.4,-5.1,-11.3,-10.9,1.35,-0.7,-5.6,1.11
O=C(/C=C/c1ccc([N+](=O)[O-])cc1)NCCSc1ccccc1,12.1,-1.1,3.1,3.4,0.0,0.879,9.1,-7.1,0.966
Nc1nc(CCl)nc(Nc2ccccc2)n1,6.2,-2.9,0.6,-11.3,2.0,0.938,-6.6,-7.8,1.11
O=C1c2ccccc2NC(c2ccccc2)N1c1ccc(O)cc1 (configuration not stated),16.1,-3.0,0.3,2.3,-0.3,0.839,-1.3,-5.6,0.977
O=C(c1cc(-c2cccs2)nc2ccccc12)N1CCN(c2ccccc2)CC1,13.0,-2.9,1.8,11.9,-0.5,0.87,-10.5,0.2,0.881
